High-throughput results from PubChem.
D1 antagonist: Antagonist of Human D 1 Dopamine Receptor: qHTS | D(1A) dopamine receptor (Homo sapiens), P21728 | HEK293 TREx D1 cells, calcium flux, dopamine EC80; active compounds read low | activity change, negative = inhibition, % at 10 µM | 360,000 tested, 3.2% active; in the data active means activity change below about -30%; further: on the % scale 0 is the no-effect control and ±100 the full control effect
Target sequence (P21728 whole entry, looked up): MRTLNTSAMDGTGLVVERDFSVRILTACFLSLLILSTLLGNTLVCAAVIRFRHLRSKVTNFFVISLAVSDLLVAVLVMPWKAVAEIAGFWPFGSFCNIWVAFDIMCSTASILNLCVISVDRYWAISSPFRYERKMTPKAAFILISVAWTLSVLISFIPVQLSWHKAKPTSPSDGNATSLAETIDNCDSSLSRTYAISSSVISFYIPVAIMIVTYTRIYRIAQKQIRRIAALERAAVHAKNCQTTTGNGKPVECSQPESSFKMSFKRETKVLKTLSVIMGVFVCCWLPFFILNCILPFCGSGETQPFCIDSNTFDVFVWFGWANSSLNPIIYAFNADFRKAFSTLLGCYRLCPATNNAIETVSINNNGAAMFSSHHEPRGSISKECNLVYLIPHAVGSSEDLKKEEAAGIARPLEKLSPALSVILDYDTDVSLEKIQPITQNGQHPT
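Tetracycline-induced HEK293 T-REx cells with force-coupled D1 receptor were loaded with a no-wash calcium dye. Compound was added after a 10 s baseline and read kinetically for 180 s; EC80 dopamine was then added and calcium flux followed another 180 s.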
LDHA block: qHTS assay for inhibitors of human lactate dehydrogenase; purified LDHA, NADH/diaphorase-resazurin fluorescence; active compounds read low; L-lactate dehydrogenase A chain (Homo sapiens), P00338; activity change, % (values are at about 110 or 230 µM); 480,000 tested, 0.15% active; in the data active means activity change below about -30%; inconclusive means mostly about -25% to -30%;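 further: plate controls were DMSO wells for no effect and wells without enzyme for full effect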
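Remaining NADH was detected by diaphorase (0.133 mg/mL) converting 37 µM resazurin to fluorescent resorufin, read at 0 and 20 minutes. The preceding 5-minute room-temperature reaction used 2 nM LDHA, 0.2 mM sodium pyruvate and 0.06 mM NADH at pH 7.4.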
RXFP1 agonist: qHTS Assay for Agonists of the Relaxin Receptor RXFP1; Potency, µM (series often up to 57.5 µM), for the others: top-dose activation, usual class: activators; 370,000 tested, 0.3% active; AID 2676, 2010; Relaxin receptor 1 (Homo sapiens), Q9HBX9; HEK293T-RXFP1 cAMP TR-FRET, 30 min; response scale: percent of porcine relaxin response, buffer zero; further: potency means the concentration at half of the fitted maximal effect; on the % scale 0 is the no-effect control and ±100 the full control effect; nearly all actives have a fitted effect of over 60% in size; many of its hits are not listed in these tables
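cAMP rise read by TR-FRET after 30 min, 37C compound exposure (up to 58 uM) in RXFP1-transfected HEK293 cells with Ro 20174 present. EC50 from Hill-equation fits, with 29 nM porcine relaxin as 100% and buffer as basal.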
D1 ag: Allosteric Agonists of the Human D1 Dopamine Receptor: qHTS | 360,000 tested, 1% active | D(1A) dopamine receptor (Homo sapiens), P21728 | HEK293 T-REx D1 cells, calcium flux, agonist mode | activation, % at 2 µM; in the data active means activation above about 30%; further: 0% is about no effect
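Inducible HEK293 T-REx D1 cells, force-coupled to calcium signalling, were plated at 4000 cells/well with tetracycline and held overnight at 30 C. After no-wash calcium dye loading, compound-evoked calcium rise over 180 s flagged agonists.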
Vif-APOBEC3F blk: qHTS for Inhibitors of Vif-A3F Interactions: qHTS. HeLa A3F-eYFP + Vif (tagged APOBEC3F with the HIV-1 protein that degrades it), YFP fluorescence increase. Potency, µM (doses to about 46.1 µM), for the others: at the top dose activity, negative = active. 390,000 tested, 0.2% active; further: potency means the concentration at half of the fitted maximal effect; % of control where 0% means no effect; nearly all actives have a fitted effect of over 65% in size
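HeLa cells stably expressing Vif plus C-terminally eYFP-tagged A3F were seeded, incubated overnight at 37 deg C, dosed with compound, incubated overnight again at 37 deg C. Yellow fluorescence (Ex 488/Em 500-530) reported blocked Vif-mediated A3F-eYFP degradation.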
D2 potentiator: HTS Assay for Positive Allosteric Modulators of the Human D2 Dopamine Receptor: Primary Screen for Potentiators; AID 485347, 2010; D(2) dopamine receptor (Homo sapiens), P14416; potentiation, % at 10 µM; HEK293 T-REx D2, calcium flux, EC20 dopamine potentiation; 340,000 tested, 0.34% active;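 active means potentiation over 3 SD above the plate norm, cut at about 30% in these data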; further: 0% is about no effect
Target sequence (P14416 whole entry, looked up): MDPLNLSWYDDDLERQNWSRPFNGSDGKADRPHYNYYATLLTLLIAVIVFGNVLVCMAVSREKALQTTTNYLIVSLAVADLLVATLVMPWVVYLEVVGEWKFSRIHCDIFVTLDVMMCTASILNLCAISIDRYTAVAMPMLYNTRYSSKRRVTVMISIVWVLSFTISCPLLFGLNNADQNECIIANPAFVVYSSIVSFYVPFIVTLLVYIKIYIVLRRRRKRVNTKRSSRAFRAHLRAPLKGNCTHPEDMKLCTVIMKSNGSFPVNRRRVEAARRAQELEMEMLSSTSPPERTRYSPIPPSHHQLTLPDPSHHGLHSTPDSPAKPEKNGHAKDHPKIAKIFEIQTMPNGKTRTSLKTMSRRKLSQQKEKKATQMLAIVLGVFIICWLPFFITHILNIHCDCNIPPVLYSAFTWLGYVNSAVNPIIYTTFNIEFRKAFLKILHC
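Tetracycline-induced Hek293 Trex D2 cells, force-coupled to calcium, loaded with no-wash calcium dye. Compound added with 180 s kinetic read for agonism, then EC20 dopamine and a further 180 s read for potentiation.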
Vif-APOBEC3G blk: qHTS for Inhibitors of Vif-A3G Interactions: qHTS | 410,000 tested, 0.076% active | HeLa A3G-eYFP + Vif (tagged APOBEC3G with the HIV-1 protein that degrades it), YFP fluorescence, overnight | Potency, µM (top dose mostly 46.1 µM), for inactives: top-dose activity, negative = active, most hits filed as inhibitors | DNA dC->dU-editing enzyme APOBEC-3G (Homo sapiens), Q9HC16;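 further: potency means the concentration at half of the fitted maximal effect; on the % scale 0 is the no-effect control and ±100 the full control effect; nearly all actives have a fitted effect of over 60% in size; hits raise eYFP signal because A3G escapes Vif-driven loss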
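HeLa cells stably expressing Vif and C-terminally eYFP-tagged A3G, seeded overnight at 37 deg C, then exposed to compound by pintool overnight at 37 deg C. Rise in yellow fluorescence (Ex 488/Em 500-530, Acumen) marks blocked Vif-driven A3G degradation.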
D1 potentiator: Potentiators of Human D1 Dopamine Receptor: qHTS; potentiation, % at 10 µM; HEK293 TREx D1 cells, calcium flux, dopamine EC20 potentiation; AID 504651, 2011; 360,000 tested, 0.036% active; D(1A) dopamine receptor (Homo sapiens), P21728; in the data active means potentiation above about 30%; further: 0% is about no effect
GRP78 ERSR act: qHTS for Inducers of the Endoplasmic Reticulum Stress Response (ERSR) in Human Glioma: qHTS; 420,000 tested, 0.02% active; Potency, µM, for the others: top-dose activation, most hits filed as activators; AID 602332, 2012; U87-MG GRP78 promoter luciferase reporter, 16 h; further: potency means the concentration at half of the fitted maximal effect; series mostly up to about 76 µM; % of control where 0% means no effect; nearly all actives have a fitted effect of over 35% in size
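Stably transfected U87-MG glioma cells carrying a GRP78-based luciferase sensor; 16 h compound incubation. Luminescence end-point read 10 min after Bright-Glo addition at room temperature.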
* marks the source's active call; other numbers are inactive results; ? = inconclusive; nt = no result given; & = joins results of further samples. Unless noted, the call rests on the fitted dose curve; in most records, active means well fitted curve in the direction sought with a large enough effect; inconclusive means small, poorly fitted or top-dose-only effect, or another doubt; inactive means no such curve, though single readings can be large; an effect the other way counts as inactive or inconclusive.

SMILES	D1 antagonist	LDHA block	RXFP1 agonist	D1 ag	Vif-APOBEC3F blk	D2 potentiator	Vif-APOBEC3G blk	D1 potentiator	GRP78 ERSR act
Cc1cccc(N2CCN(C(=S)NCc3ccco3)CC2)c1C	-20	-3	0.4%	5	-1%	6	-1%	-4	3%
CN(C)CC(=O)Nc1cc(C(F)(F)F)ccc1Cl	3	-1	0.4%	4	-3%	nt	-7%	0	-3%
COCC(C)n1c(C)cc(C(=O)COC(=O)CCc2nc3ccccc3c(=O)[nH]2)c1C (stereo not given)	10	-2	0.0%	-3	-22%	-5	-1%	-1	-3%
CC1CCN(c2ccc(/C=N\Nc3nncn3N)cc2[N+](=O)[O-])CC1	-22	44	7.5%	-1	1%	-1	-1%	-1	-8%
CCCn1c(SCC(=O)NCC(=O)Nc2ccc(F)c(F)c2F)nc2ccccc2c1=O	-24	-10	6.5%	1	0%	-12	-5%	-8	-2%
Cc1ccc(-c2cc(C(=O)N3CCCc4ccccc43)no2)cc1	-15	0	0.3%	5	4%	3	12%	-3	2%
Cc1ccc(S(=O)(=O)c2nnn3c2nc(N2CCN(c4ccccc4F)CC2)c2cc(Cl)ccc23)cc1C	0	-11	1.4%	0	0%	-7	-3%	-4	-4%
Cc1ccc(S(=O)(=O)NC(C(=O)N2CCOCCOCCOCCOCC2)c2ccccc2)cc1 (stereo not given)	8	-3	-0.4%	1	-3%	-6	2%	-1	2%
CO/N=C/c1c(-c2ccc(Cl)cc2)nc2cc(C)ccn12	1	-9	1.9%	0	-1%	1	-1%	-5	1%
CC(OC(=O)c1cccs1)C(=O)NCc1ccc2c(c1)OCO2 (stereo not given)	-7	-2	-1.8%	0	-2%	4	0%	7	-5%
Cc1c(NC(=S)NC(=O)CC(C)C)c(=O)n(-c2ccccc2)n1C	1	-1	-0.2%	1	-2%	nt	1%	1	-1%
Clc1ccc(Nc2ccc3ccccc3n2)cc1	nt	1	nt	nt	-21%	nt	-20%	nt	-2%
O=C1Nc2c(Br)cc(Br)cc2C1(O)N1CCOCC1 (stereo not given)	-5	9	0.7%	1	-6%	6	?	0	1%
COc1cc(C(=O)NCc2nnc(SCC(=O)N3CCC(C)CC3)o2)cc(OC)c1OC	-3	-8	-0.1%	-2	-1%	5	1%	7	2%
CCOC(=O)C1CCN(C(=O)CN2C(=O)c3cccnc3Oc3ccccc32)CC1	2	-9	-4.1%	12	-2%	-2	1%	0	-3%
Cc1cccc(C)c1NC(=O)CSc1nc(C)c(CC(=O)c2ccc(Br)cc2)c(C)c1C#N	-4	-2	1.7%	4	-27%	1	0%	5	-1%
Cc1ccc(O)c(N=Cc2cc(Cc3ccccc3)cc([N+](=O)[O-])c2O)c1	2	13	-0.8%	11	1%	15	4%	6	-3%
C=CCSc1nnc(NC(=O)COc2ccc3ccccc3c2)s1	13	0	-0.3%	0	4%	-9	-1%	-2	1%
CC(C)Cn1c(N)c(C(=O)COC(=O)c2nccnc2N)c(=O)n(C)c1=O	0	-13	3.6%	2	-1%	-5	-1%	0	3%
CCOC(=O)c1cc(-c2ccc(OC(F)F)cc2)nc2nc(SC)[nH]c(=O)c12	-1	-3	-0.2%	5	-5%	nt	-10%	2	-2%
CCC(C(=O)Nc1nc(C)c(C(=O)OC)s1)c1ccccc1 (stereo not given)	0	-19	1.6%	4	1%	4	-3%	3	-5%
O=C(N/C(=C/c1ccccc1)C(=O)N1CCCCC1)c1ccco1	0	0	1.3%	7	-4%	nt	0%	-4	?
CCOc1cc(/C=C2\NC(=S)N(C)C2=O)ccc1OCc1ccc(C(=O)O)cc1	1	0	1.5%	1	4%	nt	0%	-3	-6%
CC(=O)NC(CC(=O)NCC(=O)Nc1ccc(F)c(F)c1)c1ccccc1 (stereo not given)	0	-1	2.4%	3	10%	-14	3%	-3	2%
CCOC(=O)c1ccc(NC(=O)CSc2nc3ncccc3[nH]2)cc1	-12	-6	2.0%	14	2%	0	0%	-5	2%
CC(C)=CCC/C(C)=C/CNC(=O)C[C@H]1C[C@H](C(=O)N2CCOCC2)[C@@]2(C)c3[nH]c4ccc(Cl)cc4c3CCN2C1=O	nt	-8	nt	nt	-3%	nt	-16%	nt	20%
O=C(CSc1nnc(COc2ccc(Cl)cc2)n1Cc1ccco1)c1ccccc1F	-16	-2	2.3%	13	0%	-1	-7%	-1	-1%
COc1ccc(NC(=O)N(C)C[C@H]2Oc3ccc(NC(=O)Nc4c(C)noc4C)cc3C(=O)N([C@H](C)CO)C[C@H]2C)cc1	nt	1	nt	nt	7%	nt	-1%	nt	-5%
CC1(C)C(=O)Nc2ccccc2N1C(=O)COC(=O)c1cccnc1Cl	nt	-3	nt	nt	4%	nt	7%	nt	1%
O=C(NNC(=O)c1ccccc1O)c1ccc(Cl)cc1	4	1	-1.6%	1	-2%	-7	2%	-3	-5%
O=C(c1cccs1)N1CCN=C1SCc1ccccc1F	-23	-8	-1.0%	-1	2%	-21	-1%	-8	0%
COc1ccc(N(C(=O)CNC(=O)c2cccs2)C(C(=O)NCC2CCCO2)c2ccc(OC)c(OC)c2)cc1 (stereo not given)	12	-10	2.4%	2	-18%	-10	2%	1	-6%
O=C(NNC(=O)c1ccccc1[N+](=O)[O-])c1ccccc1[N+](=O)[O-]	-15	-11	0.4%	7	7%	1	1%	17	0%
Cc1ccc(CN(C(=O)Cc2cccs2)C(C(=O)NC2CCCC2)c2ccncc2)cc1 (stereo not given)	-3	-2	-0.1%	0	1%	8	-1%	-3	-4%
CCOC(=O)[C@H]1[C@H]2COc3ccc(OC)cc3[C@@H]2N2C(=O)c3cc(C)ccc3NC(=O)[C@@]12C	-1	-3	0.5%	-1	0%	-4	-3%	-5	-5%
CCCN1C(=O)/C(=C/c2ccncc2)SC1=S	-5	0	0.3%	0	-2%	6	1%	-2	-1%
O=C1CC(C(=O)N2CCN(Cc3ccccc3)CC2)CN1Cc1ccccc1 (stereo not given)	9	-3	0.0%	0	-3%	0	0%	-9	1%
CCOC(=O)c1ccccc1NC(=O)Cn1cnc2c(cnn2-c2ccc(OC)cc2)c1=O	nt	-8	nt	nt	-4%	nt	0%	nt	-5%
O=C(CCCCn1c(=O)c2ccccc2n(CC(=O)NC2CCCC2)c1=O)NCc1ccco1	-23	-3	1.0%	0	1%	nt	-2%	3	-4%
Cc1ccc(NC(=S)NNC(=O)c2ccccc2OC(F)F)cc1	-11	-11	0.4%	3	-1%	7	?	0	0%
COc1ccc(/C=N/NS(=O)(=O)c2ccc(C)cc2)cc1OC(=O)c1ccccc1	-13	0	2.3%	1	-10%	-5	-2%	-4	8%
S=C(Nc1ccccc1)N1N=C(c2cccs2)CC1c1cccs1 (stereo not given)	-3	-5	0.1%	0	6%	3	3%	-5	3%
COc1ccccc1C(CNC(=O)CNC(=O)c1ccc(C)c(C)c1)N1CCCC1 (stereo not given)	-20	-6	-0.3%	4	0%	4	-1%	nt	-4%
CCS(=O)(=O)N1CCN(C(=O)c2ccccc2[N+](=O)[O-])CC1	14	0	-1.1%	1	-8%	-7	0%	0	-1%
Cc1cccc(OCC(=O)NNC(=O)c2ccc([N+](=O)[O-])cc2)c1	13	-3	-0.9%	1	1%	8	3%	7	-4%
CCOc1ccc2oc(C(=O)N(Cc3nnc(-c4ccccc4Cl)o3)C3CC3)c(C)c2c1	-22	0	4.0%	21	6%	-14	1%	-5	0%
Cc1ccc(C)c(S(=O)(=O)NCCN2CCOCC2)c1	-8	-4	0.0%	2	-10%	4	2%	-5	0%
COc1ccc(C2NC(C(=O)O)CS2)cc1COCC(F)(F)F (stereo not given)	-5	4	1.3%	4	-15%	23	1%	-1	-1%
CCCCC(=O)Nc1nnc(S(=O)(=O)N(CC)c2ccccc2)s1	-5	-13	1.6%	3	0%	-9	-5%	3	-7%
CC(C)(C)c1cc(CN2CCOCC2)c(C(=O)O)o1	-8	-5&-6	0.3%	3	6%	-7	2%	-3	-3%
CCOC(=O)Cc1csc(NS(=O)(=O)Cc2ccccc2)n1	6	-4	-0.2%	-2	-3%	nt	0%	0	1%
CCN(Cc1ccccc1)C(=O)CSc1ncn[nH]1	2	-2	-1.3%	6	1%	-9	0%	-10	-3%
O=c1[nH]c2cc3c(cc2cc1C(c1nnnn1C1CCCCC1)N1CCSCC1)OCCO3 (stereo not given)	3	-1	23%	0	-19%	9	0%	-3	-4%
O=C(OCc1nnc(-c2ccccc2)o1)C1CC(=O)N(Cc2ccco2)C1 (stereo not given)	-3	1	0.3%	2	2%	4	2%	0	-3%
COc1ccc(N2CCN(C(C)C(=O)N3CC(C)OC(C)C3)CC2)cc1 (stereo not given)	-1	-19	2.7%	0	9%	nt	0%	-3	-5%

Rewritten as labelled records: entries from further up.
> COc1ccc(C2NC(C(=O)O)CS2)cc1COCC(F)(F)F (stereo not given)
  D1 antagonist = -5
  LDHA block = 4
  RXFP1 agonist = 1.3%
  D1 ag = 4
  Vif-APOBEC3F blk = -15%
  D2 potentiator = 23
  Vif-APOBEC3G blk = 1%
  D1 potentiator = -1
  GRP78 ERSR act = -1%
> CC(C)(C)c1cc(CN2CCOCC2)c(C(=O)O)o1
  D1 antagonist = -8
  LDHA block = -5&-6
  RXFP1 agonist = 0.3%
  D1 ag = 3
  Vif-APOBEC3F blk = 6%
  D2 potentiator = -7
  Vif-APOBEC3G blk = 2%
  D1 potentiator = -3
  GRP78 ERSR act = -3%

This is a subset, so the mix of outcomes need not match the whole.
